RAD54 inh – blocks human RAD54 Holliday junction branch migration; FAM/BHQ fluorescence; 0.14% of 360,000 active; inhibition, % at 10.4 µM; AID 602329; Q92698;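 active means mean normalized replicate activity at least 40 and at least half of replicates scoring 40 or more; inconclusive means only one of the two criteria met; inactive means mean below 40 and under half of replicates reaching 40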;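 further: 0% = median of neutral control wells and 100% = median of positive control wells; inhibitors cause a drop in the FAM fluorescence signal; in these data hits start at about 50%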
Target sequence (Q92698 whole entry, looked up): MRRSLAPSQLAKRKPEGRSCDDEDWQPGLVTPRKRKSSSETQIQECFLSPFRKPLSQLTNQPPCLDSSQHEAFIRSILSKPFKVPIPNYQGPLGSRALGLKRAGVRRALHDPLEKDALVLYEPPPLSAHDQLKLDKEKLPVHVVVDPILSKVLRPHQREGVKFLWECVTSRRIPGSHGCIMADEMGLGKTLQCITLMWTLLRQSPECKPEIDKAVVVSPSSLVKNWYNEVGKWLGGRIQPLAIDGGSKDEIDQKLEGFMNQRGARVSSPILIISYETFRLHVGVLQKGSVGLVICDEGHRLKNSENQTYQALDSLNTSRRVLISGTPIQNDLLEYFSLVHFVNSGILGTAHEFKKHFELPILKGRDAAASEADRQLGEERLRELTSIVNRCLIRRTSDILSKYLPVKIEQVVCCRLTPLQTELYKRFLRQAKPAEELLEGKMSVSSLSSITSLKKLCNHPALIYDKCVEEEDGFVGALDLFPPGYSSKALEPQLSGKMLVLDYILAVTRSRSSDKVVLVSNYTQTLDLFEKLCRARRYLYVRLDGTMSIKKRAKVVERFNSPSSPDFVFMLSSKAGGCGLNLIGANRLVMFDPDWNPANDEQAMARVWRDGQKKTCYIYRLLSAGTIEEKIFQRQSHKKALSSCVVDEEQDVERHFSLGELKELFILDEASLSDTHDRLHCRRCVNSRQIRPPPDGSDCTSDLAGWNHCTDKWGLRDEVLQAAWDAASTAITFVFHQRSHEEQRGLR
DENV2 CPE – DENV2-induced cell death inhibition. DENV2-infected cells, cytopathic effect rescue, plate reader. CPE inhibition, % at 9.99 µM. AID 651640. 1.7% of 350,000 active; in the data active means CPE inhibition above about 20%, passing the limit was not always enough; inconclusive means no clear call, values can overlap the other calls; tested in BHK-21 cells;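 further: 0% = median of neutral control wells and 100% = median of positive control wells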
RAD52 inh – RAD52 (human) annealing inhibition; inhibition, % at 18.7 µM; AID 651710; 0.46% of 360,000 active; P43351; recombinant RAD52 DNA annealing, FRET fluorescence;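 active means every replicate showing at least 50% inhibition; inconclusive means mean inhibition at least 50% but not in every replicate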
Casp6 inh – caspase-6 (human) enzyme inhibition; P55212; purified caspase-6, Z-VEID-R110 cleavage fluorescence; inhibition, % at 12.5 µM; 0.53% of 350,000 active; AID 686996;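 active means mean inhibition across replicates at least about 35%, with every replicate also reaching that limit, limit read from the data; inconclusive means only one of the two criteria met; inactive means neither criterion met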;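 further: 0% = median of neutral control wells and 100% = no fluorescence left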
Target sequence (P55212 24-179 limits assumed): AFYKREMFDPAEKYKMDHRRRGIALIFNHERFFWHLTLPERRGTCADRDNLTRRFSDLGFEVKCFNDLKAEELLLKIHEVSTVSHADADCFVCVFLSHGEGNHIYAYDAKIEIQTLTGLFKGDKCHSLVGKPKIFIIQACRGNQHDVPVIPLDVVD
Target sequence (P55212 194-293 limits assumed): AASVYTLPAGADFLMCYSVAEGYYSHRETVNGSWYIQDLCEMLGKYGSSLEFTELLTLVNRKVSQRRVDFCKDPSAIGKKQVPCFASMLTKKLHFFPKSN
F508del corr – correctors of CFTR F508del function in bronchial epithelial cells | CFBE cells, YFP halide quenching; stimulated with forskolin plus potentiator P3; % fluorescence drop versus neutral controls | activity (quench increase), % at 7.58 µM | 0.36% of 350,000 active | AID 720511;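 active means mean added fluorescence quench of at least 8% versus neutral control, with both replicates also reaching 8%; inconclusive means only one of the mean or replicate conditions met; inactive means mean below 8% and not both replicates reaching 8%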;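 further: cells transiently co-express mutant CFTR-F508del with the halide-sensitive YFP; corrector assay measuring rescue of mutant channel to the surface after 24 h compound exposure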
Xi reactivation – activators of X-chromosome reactivation in mouse fibroblasts | XiGFP mouse fibroblasts, % GFP-positive cells imaging, 3 d; cells co-treated with 5-aza-dC sensitizer; scaled so ellipticine positive control = 100% | activation, % at 7.58 µM | 0.055% of 360,000 active | AID 743238;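 active means mean normalized replicate activation at least 10% and every replicate at or above 10%; inconclusive means only one of the two criteria met; inactive means mean below 10% and not all replicates reach 10%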;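 further: 0% = median of on-plate neutral control wells and 100% = ellipticine 6 µM median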
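Assay system: SV40-immortalized XiGFP fibroblast cells, line 68-5-11; buffer or medium: DMEM plus 5-aza-dC sensitizer; compound: one concentration, pinned; timing: compounds 3 days, fix/stain 15 min at room temperature; benchmarks: positive control ellipticine, 6 µM final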
GSIS activator – primary screen for activators of insulin secretion dependent on glucose, INS-1E cells, GLuc reporter luminescence; INS-1E GLuc reporter insulin secretion, 2-3 h; activation, % at 16.6 µM; 0.61% of 370,000 active; AID 743287;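 active means lowest replicate activation of at least 40%, so every replicate reaches that level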;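 further: 0% = median of neutral control wells and 100% = median of IBMX positive control wells; some compounds called inactive have numbers as strong as hits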
E-selectin induc – E-selectin induction on HUVECs; P16581; HUVEC E-selectin immunofluorescence imaging; normalized: neutral wells 0, TNF-alpha wells 100; activation, % at 7.58 µM; 0.37% of 260,000 active;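 active means mean E-selectin-positive cell signal at least 10% of the positive control, reached in at least 60% of replicates, without over 20% cell loss; inconclusive means no rule given, readout overlaps actives, possibly toxicity-flagged; inactive means the rest, including those meeting only one limit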;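 further: in these data hits start at about 27%; measured in HUVEC primary endothelial cells; signal is the percent of cells scored E-selectin positive by PE staining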
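Test system – human umbilical vein endothelial cells (HUVEC), E-selectin induction · Input – 3,000 HUVEC seeded per well · Buffer or medium – EGM-2, gelatin · Compound dosing – single-point compound dose · Detection – immunofluorescence imaging · Measure – percent E-selectin-positive cells · Controls – TNF-alpha high, DMSO low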
Active calls of the source: *; ? = inconclusive; / = not tested or not shown; & = joins results of further samples. An excerpt. The share of hits here may be higher or lower than overall.

SMILES | RAD54 inh | DENV2 CPE | RAD52 inh | Casp6 inh | F508del corr | Xi reactivation | GSIS activator | E-selectin induc
CS(=O)(=O)c1ccc(C2=C(CNC(=O)c3nccs3)[C@H]3CC[C@@H](C2)N3Cc2ccco2)cc1 | 7 | -17 | -21 | 1 | 0.1 | 0.6 | 20 | -0.2
COc1ccc(OC(=O)N(C)C[C@H]2OCc3ccccc3-c3c(n(C)c4ccccc34)C(=O)N([C@@H](C)CO)C[C@H]2C)cc1 | / | 16 | 19 | 5 | 2.9 | 0.0 | -22 | -0.2
CCOC(=O)[C@]12Cc3cc(Cl)ccc3[C@H]1N(C)C(=O)c1cc(OC)ccc12 | / | -9 | -24 | 1 | 1.2 | 0.5 | -14 | 3.3
C=CC1CN2CCC1CC2C(O)c1ccnc2ccccc12 (configuration not stated) | 2 | -7 | -4 | 2 | -0.2 | / | 5 | /
Cc1cc(Br)cn2c(CC(=O)N3CCCCC3)c(-c3ccc(F)cc3)nc12 | / | 8 | -11 | -3 | 0.2 | 0.2 | 54* | 0.1
C1CCC2CCCCC2C1 (configuration not stated) | 6 | 33* | 0 | -5 | -1.0 | / | 10 | /
O=C(O)Cn1cc(C=C2C(=O)NC(=O)NC2=O)c2ccccc21 | -9 | 3 | -28 | 0 | -2.1 | 0.1 | 2 | -0.1
CCOC(=O)[C@]12Cc3cc(N(C)C)ccc3[C@H]1N(Cc1ccccc1)C(=O)c1ccccc12 | -2 | -4 | -88 | -1 | 0.1 | 0.1 | / | -0.1
CN1c2ccc(Br)cc2[C@@H]2NCC[C@@H]2[C@@H]1CO | 14&5 | ? | -41 | -7 | 2.7&-3.4 | 0.0 | 12 | -0.3
COc1ccc(C(C)=O)cc1CC(C(=O)c1ccc(F)cc1)N(C)C (configuration not stated) | / | 7 | -11 | 5 | -2.6 | 0.0 | 6 | /

Entries of single compounds as entered above.
Cc1cc(Br)cn2c(CC(=O)N3CCCCC3)c(-c3ccc(F)cc3)nc12 is entered as RAD54 inh: /; DENV2 CPE: 8; RAD52 inh: -11; Casp6 inh: -3; F508del corr: 0.2; Xi reactivation: 0.2; GSIS activator: 54*; E-selectin induc: 0.1
O=C(O)Cn1cc(C=C2C(=O)NC(=O)NC2=O)c2ccccc21 is entered as RAD54 inh: -9; DENV2 CPE: 3; RAD52 inh: -28; Casp6 inh: 0; F508del corr: -2.1; Xi reactivation: 0.1; GSIS activator: 2; E-selectin induc: -0.1

Next part:
SMILES | RAD54 inh | DENV2 CPE | RAD52 inh | Casp6 inh | F508del corr | Xi reactivation | GSIS activator | E-selectin induc
CC=Cc1ccc2n(c1=O)C[C@@H]1[C@@H](CO)[C@H](C(=O)OC)[C@H]2N1S(=O)(=O)c1cccc(C)c1 (mixture of isomers) | 16 | -5 | 17 | 2 | / | 0.3 | 3 | 0.0
CCCN1CCC[C@@H](c2cccc(O)c2)C1 | 2 | 7 | -11 | / | -2.3 | 0.0 | 10 | 0.1
O=C1NC(=O)N(c2ccccc2)C(=O)/C1=C\c1ccc([N+](=O)[O-])s1 | / | -5 | -31 | 30 | 4.2 | 0.0 | -20 | 0.2
NC1C2CN3CCN(C2)CC1(c1ccccc1)C3 (configuration not stated) | -3 | 1 | 34 | -53 | 0.4 | -0.3 | -13 | -0.6
O=C1NC(=O)N(Cc2ccccc2Cl)C(=O)/C1=C/c1cccs1 | 1 | -4 | -255 | 9 | 3.1 | 0.1 | -6 | -0.3
CCC(=NCCN1CCOCC1)c1c(O)n(C2CCCCC2)c(=O)[nH]c1=O | / | -1 | -18 | 3 | -3.1 | -0.1 | 7 | 30*
O=C1CC23c4ccccc4N4C(=O)CC5OCC=C6CN1C2CC6C5C43 (configuration not stated) | / | 2 | -19 | -10 | 1.4 | 0.0 | 14 | 0.4
C=CCn1c(O)c(C(C)=NC(C)c2ccccc2)c(=O)[nH]c1=O (configuration not stated) | -9 | 3 | -1 | 1 | -0.2 | -0.1 | 15 | -0.5
Cc1ccc(C2N(c3ccccn3)C(=O)C3CCCN32)o1 (configuration not stated) | -8 | -1 | -18 | / | -0.3 | 0.2 | 5 | 0.1
C[C@]12CCC3[C@@H](CC[C@@H]4C[C@H](O)CC[C@]34C)[C@@H]1CCC2=O (some centres not stated) | -14 | -5 | -13 | 3 | 3.5 | -0.3 | -8 | 0.4

Fetched one by one from the list above:
SMILES | RAD54 inh | DENV2 CPE | RAD52 inh | Casp6 inh | F508del corr | Xi reactivation | GSIS activator | E-selectin induc
O=C1NC(=O)N(c2ccccc2)C(=O)/C1=C\c1ccc([N+](=O)[O-])s1 | / | -5 | -31 | 30 | 4.2 | 0.0 | -20 | 0.2
CC=Cc1ccc2n(c1=O)C[C@@H]1[C@@H](CO)[C@H](C(=O)OC)[C@H]2N1S(=O)(=O)c1cccc(C)c1 (mixture of isomers) | 16 | -5 | 17 | 2 | / | 0.3 | 3 | 0.0
NC1C2CN3CCN(C2)CC1(c1ccccc1)C3 (configuration not stated) | -3 | 1 | 34 | -53 | 0.4 | -0.3 | -13 | -0.6
CCC(=NCCN1CCOCC1)c1c(O)n(C2CCCCC2)c(=O)[nH]c1=O | / | -1 | -18 | 3 | -3.1 | -0.1 | 7 | 30*
O=C1NC(=O)N(Cc2ccccc2Cl)C(=O)/C1=C/c1cccs1 | 1 | -4 | -255 | 9 | 3.1 | 0.1 | -6 | -0.3

The list goes on.
SMILES | RAD54 inh | DENV2 CPE | RAD52 inh | Casp6 inh | F508del corr | Xi reactivation | GSIS activator | E-selectin induc
Cc1ccc(-c2nc3ccc(C)cn3c2CC(=O)N(C)C)cc1 | -3 | -1 | -8 | 6 | 1.6 | 0.0 | 20 | 0.0
C[C@@H]1NCCc2cc(O)c(O)cc21 | -4 | -9 | 7 | -4 | 0.4 | 0.1 | / | -0.1
Cc1ccc(-n2c(O)c(/C=N/N3CCCCC3c3cccnc3)c(=O)[nH]c2=S)cc1 (configuration not stated) | / | 6 | -254 | -2 | 1.3 | 0.4 | -4 | /
Cc1cccc2nc(-c3ccccc3)c(-c3ccc(CN4CCC(n5c(=O)[nH]c6ccccc65)CC4)cc3)nc12 | / | ? | -18 | -2 | 0.2 | -0.2 | -26 | -0.1
O=[N+]([O-])c1ccc2c(c1)C(c1ccccc1)=NCCN2 | 5 | -4 | -9 | -2 | 3.0 | -0.1 | 34 | -0.5
N#CC(c1ccccc1)N1CCOCC1 (configuration not stated) | / | -3 | -7 | 3 | -3.5 | 0.5 | 5 | -0.1
CCCN(CCC)C1Cc2cc(OC)c(OC)cc2C1 | -2 | 8 | 2 | 2 | 1.4 | 0.0 | / | 2.3
Clc1ccc(N2CC2c2ccncc2)cc1 (configuration not stated) | 4 | 7 | -4 | -1 | -1.7 | 0.2 | 7 | /
COc1cc(/C=C2/C(=O)NC(=O)N(c3ccc(C)cc3)C2=O)cc(OC)c1OC | -6 | 6 | -198 | 0 | 0.4 | 0.1 | / | /
CC1=CC(=C2C(=O)NC(=O)NC2=O)C=C(C(F)(F)F)N1Cc1ccccc1 | / | / | -7 | 3 | 0.6 | 0.0 | 16 | /
COC(C)(C)CCCC(C)C/C=C/C(C)=C/C(=O)OC(C)C (configuration not stated) | 1 | 8 | -5 | -3 | 1.2 | / | 16 | /
COc1ccc(CCNCc2cccc(C(F)(F)F)c2)cc1OC | / | 4 | -6 | 5 | -2.4 | -0.1 | -11 | 0.0
O=C1Nc2ccccc2/C1=C/c1cnc[nH]1 | / | 6 | -15 | 2 | -1.3 | / | 40 | /
COc1ccc2c(c1)/C(=C/c1cnc[nH]1)C(=O)N2 | 32 | -1 | 6 | 3 | / | 0.0 | 35 | ?
CC(C)C1(C)N=C(c2ncccc2C(=O)O)NC1=O (configuration not stated) | -2 | 7 | -2 | 5 | 0.1 | / | 9 | /
COC(=O)[C@@H]1[C@@H](CO)[C@@H]2Cn3c(ccc(-c4cccnc4)c3=O)[C@H]1N2S(=O)(=O)c1ccccc1F | 1 | 11 | -1 | -1 | 0.5 | 0.2 | 7 | -0.4
CN(C)c1ccc(/C=C/[N+](=O)[O-])cc1 | / | -6 | -25 | 2 | / | 0.6 | / | 0.0
O=S(=O)(c1cc(Cl)cc(Cl)c1)N1Cc2cc(-c3cccc(F)c3)ccc2-n2nncc2C1 | 6 | -9 | 1 | -1 | 0.1 | / | 10 | -0.1
c1ccc(N2[C@@H]3CC[C@H]2c2ccncc2C3)cc1 | / | -5 | -4 | -2 | 0.3 | 0.4 | 48* | -0.3
COc1ccc(CN2C(=O)NC(=O)/C(=C/c3cc(OC)c(OC)c(OC)c3)C2=O)cc1 | -4 | 8 | -54 | 2 | 0.0 | 0.0 | -8 | -0.7
N#Cc1ccc(NC(=O)CN2CCCCCC2)cc1Cl | 3 | 2 | -11 | -8 | 0.5 | / | -1 | /
Cc1cccc(-n2c(-c3ccco3)nc3ccccc3c2=O)c1C | / | / | -38 | 1 | 2.0 | 0.2 | 14 | /
O=C1COc2ccc(C(=O)COC(=O)Cc3ccccc3)cc2N1 | 16 | 2 | -12 | 0 | -2.3 | -0.1 | 7 | /
CC#CP(=O)(OC)C(O)(CF)c1ccccc1 (configuration not stated) | -4 | 1 | -8 | 3 | -3.1 | 0.0 | 11 | /
O=C(NCCN1CCC2(CC1)C(=O)NCN2c1ccccc1)c1cc(C(F)(F)F)ccc1C(F)(F)F | / | 3 | -10 | 3 | -2.2 | 0.0 | / | 0.1
CS(=O)(=O)N1Cc2cc(Br)ccc2-n2nncc2C1 | / | -4 | 0 | -1 | -2.8 | 0.7 | / | -0.1
CCN1C[C@]2(COC)CC[C@H](OC)[C@@]34C5C[C@H]6C(=O)C5[C@](O)(C[C@H]6OC)[C@@](O)(C(OC)C23)[C@@H]14 (some centres not stated) | -8 | 44* | -9 | -1 | -1.5 | / | 12 | /
CCCn1c(C)c(C(=O)c2cccc3ccccc23)c2ccccc21 | -7 | 10 | -12 | 3 | 3.3 | 0.1 | / | 2.3
Cc1ccccc1-c1ccc([C@H]2[C@@H](CO)N3CCCCN(C(=O)Cc4ccccn4)C[C@H]23)cc1 | 8 | -10 | -15 | 0 | 1.0 | 0.2 | -2 | 0.4
CN(C)CC#Cc1ccc([C@@H]2[C@H](CO)N3CCCCN(C(=O)Cc4ccccn4)C[C@@H]23)cc1 | 0 | 16 | 13 | 2 | 1.5 | 0.0 | 2 | -0.1
CN1C(=O)NC(=O)C2(CCCC2)C1=O | -2 | -2 | -15 | -3 | 10* | 0.1 | -4 | -0.3
O=C1NCN(c2ccccc2)C12CCN(C(c1cccs1)c1nnnn1C1CCCCC1)CC2 (configuration not stated) | 6 | 6 | -3 | 1 | -2.9 | 0.0 | -32 | -1.4
Cc1ccc(N)cc1C | -10 | -14 | -4 | -2 | -0.3 | / | -3 | /
O=c1[nH]c(O)c(/C=C2/C=CC(c3cc(Cl)ccc3Cl)=N2)c(=O)[nH]1 | / | -2 | -17 | 1 | 2.0 | 0.0 | / | /
COc1ccccc1N1CCN(Cc2ccc(Br)cc2)CC1 | -13 | -3 | -7 | 1 | -6.4 | 0.1 | -4 | /
CCOC(=O)[C@]12Cc3ccccc3[C@H]1N(C1CCCCC1)C(=O)c1cc(OC)ccc12 | / | 13 | -13 | 2 | -1.8 | -0.1 | -27 | -2.0

Compound activity deposited in PubChem BioAssay by Broad Institute.
